# ASM inhibitor – blocks human secretory acid sphingomyelinase; AID 504937; P17405; Potency, µM (doses to about 57.5 µM), for inactives: at the top dose activity change, negative = inhibition, actives largely listed as inhibitors; actives 0.006% (n = 340,000); placental ASM, HMU-PC fluorogenic substrate, 60 min; note: potency is the fitted concentration of half-maximal effect
#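 Fluorogenic HMU-PC substrate (9 uM final) is turned over by placental ASM in 60 min at 37 C after a 10 min compound preincubation. Reaction ended by alkaline stop (pH 10), with fluorescence read at 386/447 nm.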
# Menin-MLL TR inh – displaces Texas Red mutant MLL peptide from human menin; O00255; Menin + Texas Red MLL mutant peptide, fluorescence polarization; Potency, µM (titrated, usually from 61.6 µM), for inactives: top-dose FP activity change, negative = inhibition, usual class: inhibitors; actives 0.23% (n = 270,000); active = well fitted inhibition curve with a large enough effect in the polarisation, with a control signal flat, not every such curve was filed as active; inconclusive = small, poorly fitted or top-dose-only effect, or effect the other way, or a change in a side signal; inactive = no such curve, though single readings can be large or run the other way; the % refers to the polarisation; note: potency is the fitted concentration of half-maximal effect; % of control where 0% means no effect; many of its hits are not listed in these tables
# Target sequence (O00255 whole entry, looked up): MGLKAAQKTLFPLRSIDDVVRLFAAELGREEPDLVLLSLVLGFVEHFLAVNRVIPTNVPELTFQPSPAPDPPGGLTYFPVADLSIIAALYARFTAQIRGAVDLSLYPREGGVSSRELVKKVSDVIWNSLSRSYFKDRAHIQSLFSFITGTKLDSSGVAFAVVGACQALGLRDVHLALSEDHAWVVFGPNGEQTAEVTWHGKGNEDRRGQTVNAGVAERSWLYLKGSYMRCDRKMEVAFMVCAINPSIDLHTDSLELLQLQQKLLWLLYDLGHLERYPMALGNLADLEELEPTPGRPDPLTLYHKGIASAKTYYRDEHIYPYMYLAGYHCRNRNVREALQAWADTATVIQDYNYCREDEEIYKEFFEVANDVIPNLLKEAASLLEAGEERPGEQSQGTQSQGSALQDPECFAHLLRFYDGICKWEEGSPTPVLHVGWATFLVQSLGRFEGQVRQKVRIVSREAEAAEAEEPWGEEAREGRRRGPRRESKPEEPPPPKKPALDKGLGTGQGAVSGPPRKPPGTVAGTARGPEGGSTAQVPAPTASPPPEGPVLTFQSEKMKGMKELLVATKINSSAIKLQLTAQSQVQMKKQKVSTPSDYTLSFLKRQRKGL
# CXXC DNA block – blocks binding of human MLL CXXC domain to DNA; MLL-CXXC / FITC-HOXA9 DNA fluorescence polarization; actives 0.037% (n = 290,000); AID 2662; Potency, µM (series often up to 115 µM), inactives show at the top dose activity change, negative = inhibition, actives largely listed as inhibitors; active = well fitted inhibition curve with a large enough effect in the polarisation, with a control signal flat, not every such curve was filed as active; inconclusive = small, poorly fitted or top-dose-only effect, or effect the other way, or a change in a side signal; inactive = no such curve, though single readings can be large or run the other way; the % refers to the polarisation; note: potency is the fitted concentration of half-maximal effect
#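 Steps: dispense CXXC domain solution (7 uM) → pin compounds or unlabeled HOX-A9 DNA control → 5 min ambient → add FLSN-HOX-A9 solution (50 nM) → spin → 30 min ambient → fluorescence polarization. Tris pH 7.5/NaCl/DTT/BSA buffer.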
# TSHR antagonist – blocks TSH signaling through the human TSH receptor; P16473; TSHR-expressing cells, TSH-stimulated cAMP HTRF, 2 h; active compounds read low; activity change, negative = inhibition, % at 11.5 µM; actives 0.2% (n = 330,000); AID 504810;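 active = activity change below a set negative limit, meaning inhibition stronger than a set level, cut at about -70% in these data; inconclusive = activity change between two set negative limits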; note: % is set by controls: 0 for no effect and ±100 for the full control effect
#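 Competitive HTRF cAMP read-out (cryptate anti-cAMP antibody, cAMP-d2; 30 min, room temperature) in freshly harvested TSHR cells. Compounds added before TSH at EC80 (4nM final), followed by 2 hours' incubation at 37 deg C.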
# MBNL1 CUG block – inhibitors of human MBNL1 binding to CUG repeat RNA | Q9NR56 | TR-FRET MBNL1-His/biotin-(CUG)12 binding, 665/545 ratio | Potency, µM (doses to about 57.5 µM), inactives show at the top dose activity change, negative = inhibition, most hits filed as inhibitors | actives 0.036% (n = 280,000); active = well fitted inhibition curve with a large enough effect in the signal ratio, with a control signal flat, not every such curve was filed as active; inconclusive = small, poorly fitted or top-dose-only effect, or effect the other way, or a change in a side signal; inactive = no such curve, though single readings can be large or run the other way; the % refers to the signal ratio; note: potency is the fitted concentration of half-maximal effect; % is set by controls: 0 for no effect and ±100 for the full control effect
#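 Compounds (final 92 nM to 58 uM) are added to His-tagged MBNL1 and biotin-(CUG)12, then terbium anti-His antibody and streptavidin-XL665 (5 nM final). After 60 min at room temperature, the 665/545 nm ratio is read.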
# PTAP TSG101 blk – blocks PTAP/TSG101 interaction to inhibit HIV-1 budding | Q99816 | Fluorescence polarization, FITC-PTAP peptide / Tsg101 binding | Potency, µM (titrated, usually from 115 µM), for inactives: at the highest dose activity change, negative = inhibition, hits mostly inhibitors | 340,000 tested, under 10 active; active = well fitted inhibition curve with a large enough effect in the main read-out, with a control signal flat, not every such curve was filed as active; inconclusive = small, poorly fitted or top-dose-only effect, or effect the other way, or a change in a side signal; inactive = no such curve, though single readings can be large or run the other way; note: potency is the fitted concentration of half-maximal effect; % of control where 0% means no effect
# Target sequence (Q99816 whole entry, looked up): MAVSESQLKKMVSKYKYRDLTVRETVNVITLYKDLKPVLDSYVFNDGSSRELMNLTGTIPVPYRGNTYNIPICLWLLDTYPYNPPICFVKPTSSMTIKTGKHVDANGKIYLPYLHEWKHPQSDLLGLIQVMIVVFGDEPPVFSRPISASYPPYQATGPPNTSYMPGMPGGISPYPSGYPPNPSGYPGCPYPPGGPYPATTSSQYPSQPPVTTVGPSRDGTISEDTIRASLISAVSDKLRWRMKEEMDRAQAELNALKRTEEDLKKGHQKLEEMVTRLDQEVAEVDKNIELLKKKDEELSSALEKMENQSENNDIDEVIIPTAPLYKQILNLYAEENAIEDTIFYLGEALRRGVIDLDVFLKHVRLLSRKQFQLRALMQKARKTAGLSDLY
#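 Tsg101 binding domain (10 uM final) was mixed with compound and a FITC-labeled PTAP peptide (50 nM final) in HEPES pH 7.5 buffer with NaCl, Tween 20, EDTA and TCEP; fluorescence polarization was read after 20 min at r.t.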
# Integrin act MD – activators of alpha7 integrin expression for muscular dystrophy | Potency, µM (series often up to 38.3 µM), for the others: top-dose activation, hits mostly activators | AID 624291 | actives 0.064% (n = 350,000) | alpha7betagal myoblasts, beta-gal FDG fluorescence, 48 h;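 note: potency is the fitted concentration of half-maximal effect; 100% = response of the positive control SU9516; nearly all actives have a fitted effect of over 60% in size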
#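 alpha7betagal+/- myoblasts (passage 13, 250/well) treated 48 h at 37C with compounds at 1:260 dilution of DMSO stock. Lysed, then beta-galactosidase activity read as FDG fluorescence (ex 480/em 540) after 30 min, with pre-read for autofluorescence.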
# Mito fusion act – inhibitors of mitochondrial division or activators of mitochondrial fusion; S. cerevisiae fusion-defective mutant growth rescue, CellTiterGlo 48 h; Potency, µM (top dose mostly 46.1 µM), for the others: at the highest dose growth rescue (activation), most hits filed as activators; actives 0.23% (n = 320,000);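 note: potency is the fitted concentration of half-maximal effect; % of control where 0% means no effect; nearly all actives have a fitted effect of over 45% in size; temperature-sensitive fusion mutants such as fzo1-1 at 37 °C on non-fermentable ethanol glycerol medium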
#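 S. cerevisiae fusion-defective temperature-sensitive mutants (e.g. fzo1-1, mgm1-5) grown 48 h at 37C in YPEG (ethanol/glycerol non-fermentable) medium with 23 nl compound per well; growth rescue read as CellTiterGlo luminescence.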
# A-T KAP1 phos – potential ataxia-telangiectasia treatments restoring KAP-1 phosphorylation; Potency, µM (series often up to 57.5 µM), without a hit: at the highest dose activation, hits mostly activators; […] A-T fibroblasts, KAP-1 phosphorylation AlphaLISA; neocarzinostatin DNA damage 30 min before lysis; actives 0.19% (n = 320,000); AID 485349; note: potency is the fitted concentration of half-maximal effect; % of control where 0% means no effect; nearly all actives have a fitted effect of over 45% in size
#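 ATM-like activity read as KAP-1 phosphorylation via AlphaLISA donor/acceptor antibody pairs after lysis and 6 hr at 25C. Cells were ATM-null patient fibroblasts ([…], hTERT), dosed 60 min, then exposed to the DSB inducer NCS for 30 min.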
# TCR activator – T cell receptor activation; primary human leukocytes, anti-CD3, IL-2 HTRF, 48 h; Potency, µM (highest dose often 9.22 µM), for the others: at the top dose activation of IL-2 secretion, most hits filed as activators; 330,000 tested, under 10 active; AID 504894; note: % of control where 0% means no effect
#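 Activity was scored as IL-2 release from primary human leukocytes given only a TCR signal (a-CD3 beads) plus compound for 48 hr. Detection used a two-antibody HTRF format read at 665nm.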
# * = called active by the depositor; u = inconclusive; x = not tested or not shown; [ ] = dose if it differs, or a comment. Unless noted, calls come from the whole dose curve; as a rule, active = well fitted curve in the direction sought with a large enough effect; inconclusive = small, poorly fitted or top-dose-only effect, or another doubt; inactive = no such curve, though single readings can be large; an effect the other way counts as inactive or inconclusive. An excerpt, so the mix of outcomes need not match the whole.
SMILES,ASM inhibitor,Menin-MLL TR inh,CXXC DNA block,TSHR antagonist,MBNL1 CUG block,PTAP TSG101 blk,Integrin act MD,Mito fusion act,A-T KAP1 phos,TCR activator
O=[N+]([O-])C1C(c2ccccc2)=NOC1c1ccccc1O (stereo not drawn),-2.8%,11.1%,9.2%,62.5,u,-5.8%,6.9%,-11.9%,1.5%,x
Cc1cccc(C)c1NC(=O)CN(C)C(=O)c1ccc2nc[nH]c2c1,2.2%,x,x,-7.8,x,-1.7%,-4.8%,-14.6%,10.7%,-4.2%
COC(=O)CSc1nnc(COc2ccc([N+](=O)[O-])cc2)n1C,1.9%,-1.1%,0.7%,-2.9,u,0.7%,25.8%,-4.6%,-0.5%,-0.1%
N#CCCn1nc(-c2ccc(Cl)cc2)cc1Nc1ccccc1NC(=O)C(F)(F)F,3.1%,u,4.2%,14.4,-10.2%,-4.0%,11.4%,3.7%,0.4%,-0.6%[46.1 µM]
CN1c2ccccc2C(C)(C)C12C=Cc1cc(O)ccc1O2 (stereo not drawn),-1.7%,51.8%[activator],8.0%,-1.4,13.1%,-1.7%,-40.5%,-6.3%,13.8%,2.8%
COc1ccc(CCNC(=O)Cn2nnc(-c3ccccc3F)n2)cc1OC,4.6%,2.4%,-5.5%,2.3,-1.1%,-3.4%,-22.9%,-1.4%,x,-19.7%
COc1cccc(/C=N/n2c(-c3cc(C)[nH]n3)n[nH]c2=S)c1OC,-3.7%,x,-3.8%,-8.4,-3.0%,-0.9%,-29.5%,-0.1%,-11.4%,0.0%
CCOC(=O)C1=C(COC(=O)/C=C/c2ccc(C)o2)NC(=O)NC1C (stereo not drawn),3.2%,x,x,0.3,x,-8.5%,-17.9%,-0.1%,-6.0%,-0.4%
CCC[C@@H](O)c1cc2cc(OC)c(OC)cc2c(=O)o1,2.9%,x,x,-0.2,x,-2.6%,15.8%,-10.3%,4.3%,-1.2%
CCOc1ccc(NC(=O)c2ccc3nccnc3c2)cc1,-1.1%,-0.1%,-6.4%,4.2,u,-2.7%,-9.2%,-1.6%,-3.9%,1.0%
Cc1cccc(C)c1NC(=O)CNC(=O)c1ccc(NS(=O)(=O)c2ccc3[nH]c(=O)[nH]c3c2)cc1,4.7%,x,x,-2.3,x,-11.6%,11.6%,7.2%,2.8%,5.8%
Cc1ccc(OCC2Cn3c(nc4c3c(=O)[nH]c(=O)n4C)O2)cc1C (stereo not drawn),-4.0%,2.4%,26.0%,-5.2,4.6%,-2.6%,-6.9%,15.9%,-8.7%,-2.0%
Cc1cccc(-n2ccc(=O)c(C(=O)Nc3ccc(S(=O)(=O)N4CCOCC4)cc3)n2)c1,0.2%,x,37.6%[activator],15.5,u,1.3%,-6.4%,1.2%,-1.9%,7.6%
Nn1c(SCC(=O)NC(=O)NCc2ccco2)nnc1-c1ccc(OC(F)F)cc1,-2.2%,x,0.0%,3.5,4.5%,0.9%,-12.4%,-1.3%,2.3%,4.4%
CC1CCN(C(=O)c2ccc(Br)c(S(=O)(=O)N3CCOCC3)c2)CC1,-1.4%[11.5 µM],2.0%,-1.0%,36.4,3.1%,0.1%,21.3%,17.6%,-0.7%,-3.6%
CC(C)(C)c1ccc(C(CC(=O)O)NC(=O)Cc2ccccc2)cc1 (stereo not drawn),-2.1%,13.5%,15.8%,4.6,6.9%,-4.0%,-29.2%,-0.2%,-4.3%,2.8%
O=C(NCc1ccccn1)C1CCN(Cc2cnn(-c3ccccc3)c2-n2cccc2)CC1,0.8%,x,-6.5%,7.1,-2.7%,2.1%,-7.7%,-8.2%,0.5%,-3.0%
Cc1cccc(-n2c(SCN3C(=O)c4ccccc4C3=O)nc3ccccc3c2=O)c1,x,-9.6%,3.8%,28.1,2.0%,x,x,17.8%,0.0%,-3.7%[46.1 µM]
c1ccc(-c2csc3nnc(SCc4ccc5c(c4)OCCO5)n23)cc1,-0.6%,-14.9%,-5.4%,-2.9,-11.8%,-1.8%,-9.4%,11.1%,4.0%,-2.0%
Cc1cc(C)n(CC(O)COc2ccc(Cl)cc2Cl)n1 (stereo not drawn),-0.2%,-28.8%,-2.2%,-11.6,-1.2%,-5.8%,37.9%,-7.2%,3.5%,8.3%
O=C(COC(=O)C(Cc1ccccc1)NC(=O)c1cccs1)NCc1ccccc1 (stereo not drawn),-0.6%,x,x,7.8,x,1.3%,25.8%,1.6%,-0.2%,0.8%
CCN(CC)S(=O)(=O)c1ccc(OC)c(NS(=O)(=O)c2cccc(C(=O)O)c2)c1,1.5%,-12.8%,-2.1%,-0.9,-3.7%,-6.4%,-9.0%,-5.8%,0.3%,-151.1%
COCCN(C(=O)Cn1c(C(F)(F)F)nc2ccccc21)c1c(N)n(Cc2ccccc2)c(=O)[nH]c1=O,-1.7%,x,-0.9%,-4.4,0.4%,-6.2%,15.9%,0.9%,-1.6%,-0.5%
Cn1cccc1C(=O)N1CCc2ccccc2C1,5.1%,-17.3%,u,2.5,-2.0%,-0.3%,-27.8%,0.6%,-4.4%,-3.7%
O=C(Nc1ccc(Nc2ccncc2)cc1)c1ccc(Nc2ccnc3ccc([N+](=O)[O-])cc23)cc1[N+](=O)[O-],-5.8%,x,u,-11.3,u,-6.4%,-4.4%,-2.9%,-4.5%,-3.8%
Cc1cc(N2CCc3ccccc32)n2ncnc2n1,-1.2%,x,x,x,x,-0.4%,14.6%,x,x,0.9%
COc1cc(NS(=O)(=O)c2ccc(N=Cc3c(C)[nH]n(-c4ccccc4)c3=O)cc2)nc(OC)n1,-14.5%,18.7%,-4.8%,-6.2,-3.7%,-6.2%,-9.8%,2.1%,-1.1%,x
CC(=O)c1ccc(NC(=O)NNS(=O)(=O)c2ccc(F)cc2)cc1,-2.7%,x,-6.5%,24.0,0.8%,-0.9%,23.1%,-0.2%,3.1%,-41.4%
C=CCn1c(O)c(N=NC(=S)Nc2cccc(OC)c2)c2ccccc21,-14.6%,u,2.1%,-21.9,u,-2.0%,-15.4%,-14.9%,-6.2%,-6.0%
O=C(CSc1n[nH]c(-c2ccncc2)n1)Nc1ccc(Cl)cc1,-4.4%,8.4%,10.5%,-12.4,-9.8%,-1.9%,u,3.0%,4.1%,-5.7%
Cc1cccc(Nc2nc(N)nc(N)c2N=O)c1,-0.2%,x,x,x,x,-5.3%,5.1%,x,x,-19.2%
Cn1cnnc1SCC(=O)NNC(=O)c1ccc(Cl)cc1,7.3%,8.3%,4.2%,6.8,4.7%,-12.5%,u,-3.1%,-1.5%,4.5%
COc1ccccc1NC(=O)c1ccc(NC(=O)COC(=O)C2CC2C)cc1 (stereo not drawn),-2.2%,12.2%,2.6%,1.5,-2.6%,-3.2%,u,-2.1%,-3.2%,0.8%[46.1 µM]
Cc1ccc(S(=O)(=O)N(CC(=O)N2CCOCC2)c2ccc(C(C)C)cc2)cc1,-0.2%,x,-5.1%,6.6,-2.1%,-1.9%,-26.6%,2.9%,4.6%,x
COc1ccc(-n2c(C)nn(CC3CC3)c2=O)cc1,-1.3%,0.7%,3.9%,25.3,-17.2%,0.1%,1.8%,3.1%,5.6%,-11.5%
Cc1cc(NC(=O)CN2C(=O)NC(CC(C)C)C2=O)ccc1Br (stereo not drawn),-6.1%,x,x,6.4,x,-2.3%,1.8%,-4.5%,-3.3%,64.3%
Cc1ccc(Nc2nnc(C(C)(C)C)c(=O)n2N)cc1,5.2%,20.6%,-1.8%,-3.5,-4.9%,-0.6%,17.4%,2.5%,-1.9%,-6.4%[46.1 µM]
CCN(CC)C(=S)NC(=O)c1cccnc1,4.6%,-9.5%,-4.4%,2.4,-4.1%,1.1%,2.9%,-11.3%,5.3%,-0.9%
O=C(NCCCn1ccnc1)C1CCCN(S(=O)(=O)c2ccc(F)cc2)C1 (stereo not drawn),-2.0%,-23.1%,-0.9%,-1.5,1.5%,-2.1%,-9.7%,-1.1%,-4.6%,-1.1%
CCOc1ccc(N2C(=O)C3C(c4ccc(OC)cc4OC)NC(CCSC)(C(=O)OC)C3C2=O)cc1 (stereo not drawn),-0.7%,-0.1%,0.8%,-6.0,-4.3%,-2.5%,-27.5%,3.3%,-6.1%,-4.0%
CC(=O)N1CCOCCOCCN(C(C)=O)CCOCCOCC1,-0.4%,10.3%,0.8%,17.5,-0.6%,2.6%,14.6%,-2.3%,-0.9%,-0.3%
